# PTHR1 agonist: agonists of human PTHR1 parathyroid hormone receptor; Q03431; Potency, µM (titrated, usually from 115 µM), without a hit: at the top dose activation, actives largely listed as activators; HEK293 GP2 PTHR1 cells, GloSensor cAMP luminescence, 1 h; AID 743266; 410,000 compounds, 0.075% hits; further: potency means the concentration at half of the fitted maximal effect; nearly all actives have a fitted effect of over 55% in size; some results filed as inactive show a strong effect at the top dose; inactives centre near -15; many of its hits are not listed in these tables
# Target sequence (Q03431 whole entry, looked up): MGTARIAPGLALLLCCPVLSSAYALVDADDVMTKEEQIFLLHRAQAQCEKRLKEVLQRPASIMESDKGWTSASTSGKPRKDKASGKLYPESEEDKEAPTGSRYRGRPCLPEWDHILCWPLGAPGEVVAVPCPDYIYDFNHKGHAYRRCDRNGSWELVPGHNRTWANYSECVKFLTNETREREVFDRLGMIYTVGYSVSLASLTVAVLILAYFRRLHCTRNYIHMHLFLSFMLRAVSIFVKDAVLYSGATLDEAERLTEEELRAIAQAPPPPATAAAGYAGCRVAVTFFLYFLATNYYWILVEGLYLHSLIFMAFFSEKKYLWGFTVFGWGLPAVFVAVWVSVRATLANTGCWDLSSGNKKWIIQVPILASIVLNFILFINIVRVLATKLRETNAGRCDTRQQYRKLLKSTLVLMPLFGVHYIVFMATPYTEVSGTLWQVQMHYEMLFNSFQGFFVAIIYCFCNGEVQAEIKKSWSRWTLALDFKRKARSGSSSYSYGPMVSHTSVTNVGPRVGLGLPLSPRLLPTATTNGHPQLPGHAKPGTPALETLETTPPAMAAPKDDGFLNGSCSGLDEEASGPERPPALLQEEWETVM
#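 HEK-293-derived GP2 cells expressing PTHR1 and a GloSensor cAMP reporter, 3,000/well, plated overnight, given luciferin plus IBMX (each 0.5 mM as added) for 1 h at 37 °C, then compound for 1 h at 37 °C. Luminescence was read after 15 min at room temperature.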
# aSyn yeast inh: alpha-synuclein toxicity inhibition in yeast; Yeast expressing alpha-synuclein, growth rescue, BacTiter-Glo, 24 h; Potency, µM (highest dose often 46.1 µM), without a hit: at the top dose growth rescue (activation), usual class: activators; 370,000 compounds, 0.14% hits; AID 652106; further: potency means the concentration at half of the fitted maximal effect; % of control where 0% means no effect; nearly all actives have a fitted effect of over 65% in size
#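 Galactose-induced alpha-syn yeast (OD600=0.02, raffinose-pregrown) + pinned cpd, 24 hr, 30 deg C; growth by BacTiter-Glo luminescence. Growth restoration scores as activation.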
# D3 antag: antagonists of human D3 dopamine receptor. D3R cells, DiscoveRx beta-arrestin luminescence, antagonist mode; hits give low values. max response, negative = inhibition, %. 360,000 compounds, 2.5% hits. AID 652054; in the data active means max response below about -50%; inconclusive means no clear call, values can overlap the other calls; further: on the % scale 0 is the no-effect control and ±100 the full control effect; mostly tested at two doses, the higher about 12 µM
# Target sequence (P35462 whole entry, looked up): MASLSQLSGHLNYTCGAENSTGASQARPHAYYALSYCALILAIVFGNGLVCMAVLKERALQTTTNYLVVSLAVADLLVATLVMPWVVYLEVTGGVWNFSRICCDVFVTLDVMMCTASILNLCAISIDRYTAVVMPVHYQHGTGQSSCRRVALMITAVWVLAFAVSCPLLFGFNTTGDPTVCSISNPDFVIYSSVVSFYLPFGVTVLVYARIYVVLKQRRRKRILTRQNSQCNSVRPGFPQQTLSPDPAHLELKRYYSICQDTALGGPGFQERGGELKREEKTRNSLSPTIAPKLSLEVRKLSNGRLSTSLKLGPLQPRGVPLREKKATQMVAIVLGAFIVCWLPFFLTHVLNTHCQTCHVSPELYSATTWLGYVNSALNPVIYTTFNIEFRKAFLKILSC
#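 Cells expressing the human receptor were seeded at 1500 cells/well, incubated overnight at 37 degrees C in 5% CO2, then exposed to library compounds with dopamine controls for 90 minutes at 37 degrees C before luminescent detection.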
# HEK293 tox: cytotoxic in the GLP-1 receptor inverse agonist counter-screen | Potency, µM (series often up to 38.3 µM), for the others: at the highest dose activity change, negative = inhibition, hits mostly inhibitors | AID 624418 | 410,000 compounds, 0.13% hits | HEK293 cAMP-luciferase reporter cells, luminescence, 24 h;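 further: loss of luciferase light is scored as toxicity; potency means the concentration at half of the fitted maximal effect; on the % scale 0 is the no-effect control and ±100 the full control effect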
#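 Seeding density was 200 cells/uL; after overnight-length (12 h) culture, 23 nL compounds went on for 24 h at 37 °C. Readout used a luciferase detection reagent, luminescence taken after 12 min at room temperature.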
# GLP1R inv ag: GLP-1 receptor (human) inverse agonism | P43220 | 410,000 compounds, 1.6% hits | HEK293 GLP-1R CRE-luciferase, luminescence, 24 h; GLP-1R form is constitutively active | AID 624417 | Potency, µM (doses to about 38.3 µM), inactives show top-dose activity change, negative = inhibition, hits mostly inhibitors; further: potency means the concentration at half of the fitted maximal effect; on the % scale 0 is the no-effect control and ±100 the full control effect; nearly all actives have a fitted effect of over 55% in size
#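 Cells are plated, allowed 12 hours at 37 deg C, then treated with compounds for 24 hr before luciferase detection reagent is added and luminescence is read after 12 min at room temperature. The HEK293 line carries constitutively active GLP-1R with a cAMP-responsive reporter.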
# GLP1R ag: GLP-1 receptor (human) agonism; P43220; HEK293 GLP-1R CRE-luciferase, luminescence, 4-6 h; cells express a hypersensitive GLP-1R form; Potency, µM (titrated, usually from 45.6 µM), for inactives: at the highest dose activation, most hits filed as activators; 380,000 compounds, 0.007% hits; further: potency means the concentration at half of the fitted maximal effect; % of control where 0% means no effect
# TDP43 rescue: rescues yeast growth from TDP-43 toxicity. TDP-43 expressing yeast growth rescue, BacTiter-Glo, 24 h. Potency, µM (series often up to 46.1 µM), inactives show top-dose growth rescue (activation), most hits filed as activators. 410,000 compounds, 1.8% hits; further: potency means the concentration at half of the fitted maximal effect; % of control where 0% means no effect; nearly all actives have a fitted effect of over 50% in size
#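 Yeast cells expressing TDP-43 under galactose induction are exposed to compounds for 24 hr at 30 deg C. BacTiter-Glo luminescence measures growth, so protective compounds score as activators.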
# D3 ag: D3 dopamine receptor (human) agonism; AID 652048; max activation, %; D3R DiscoveRx beta-arrestin cells, luminescence, 90 min; 410,000 compounds, 0.58% hits; P35462; in the data active means max activation above about 30%; further: 0% is about no effect; mostly tested at two doses, the higher about 12 µM
#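 Cells at 1500/well, incubated overnight, then treated with pinned compounds (dopamine as control) for 90 min at 37 degrees C. DiscoveRx reagent added for 30 - 60 minutes at room temperature; luminescence read.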
# KB-V1 MDR tox: KB-V1 MDR subline cytotoxicity; 400,000 compounds, 3.4% hits; Potency, µM (highest dose often 46.1 µM), inactives show top-dose activity change, negative = cytotoxicity, actives largely listed as cytotoxic; AID 1347076; KB-V1 MDR cells viability, CellTiter-Glo, 72 h; further: potency means the concentration at half of the fitted maximal effect; on the % scale 0 is the no-effect control and ±100 the full control effect; nearly all actives have a fitted effect of over 60% in size
#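 Cytotoxicity via CellTiter-Glo luminescence after 72 h compound exposure at 37 degrees C. Cells: drug-selected KB-V1 line, DMEM phenol-red free plus 10% FBS. Compounds tested at multiple concentrations; normalized data fitted to concentration-effect curves.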
# Active calls of the source: *; i = inactive; ? = inconclusive; nt = no result given; [ ] = another dose, or the depositor's remark. Unless noted, the call rests on the fitted dose curve; in most records, active means well fitted curve in the direction sought with a large enough effect; inconclusive means small, poorly fitted or top-dose-only effect, or another doubt; inactive means no such curve, though single readings can be large; an effect the other way counts as inactive or inconclusive. This is a subset; rates above refer to the full screens.
structure,PTHR1 agonist,aSyn yeast inh,D3 antag,HEK293 tox,GLP1R inv ag,GLP1R ag,TDP43 rescue,D3 ag,KB-V1 MDR tox
O=C(OCc1ccc2c(c1)OCO2)c1cccc(S(=O)(=O)N2CCCCC2)c1,-5%[57.5 µM],-1%,11,-28%,?,-4%,8%,-3,?
CC(=O)OC[C@@H]1CN(Cc2ccccc2)C[C@H](n2cnc3c(N4CCCC4)ncnc32)O1,29%,?,-17,-1%,33%[activator],0%,-18%,2,-7%
CCOC(=O)c1c(C)[nH]c(C(=O)OCC(=O)c2ccc(OC)cc2OC)c1C,i,-2%,-4,-1%,0%,4%,-7%,-7,0%
O=S(=O)(Cc1cc(NCc2ccccc2)nc(-c2ccncc2)n1)c1ccccc1,-75%[inhibitor],1%,11,1%,-31%,15%,10%,0,-9%
CCCCCCn1c(=O)n2n(c1=O)[C@@H]1CN(S(=O)(=O)c3ccc(C)cc3)C[C@]1(O)[C@@H](OC(=O)NC1CCCC1)C2,-24%,4%,-4,-33%,?,4%,0%,0,0%
CC1=C(C(=O)Nc2cc(-c3cccc(F)c3)[nH]n2)C2(CCCCC2)OC1=O,-14%,8%,0,?,?,-1%,22%,-1,8%
CC(=O)Cc1nsc(NC(=O)c2ccc(Br)o2)n1,i,4%,9,2%,0%,-2%,-2%,-2,-1%
Cc1ccc(NC(=S)N(Cc2cccc(Br)c2)CC2CCC(C(=O)O)CC2)cc1Cl (stereo not given),i,-16%,6,-2%,?,0%,?,6,-4%
CN1CCN(c2ccc(-c3cc(NC=O)c4ncc(-c5ccc(F)cc5)n4c3)cc2)CC1,?,-3%,?,-13%,?,4%,7%,-13,-7%
CCOC(=O)c1nn(-c2ccc(F)cc2)c(=O)cc1OCC(=O)Nc1ccc(F)c(F)c1,i,0%,-7,-3%,14%,-3%,-19%,-17,20%
O=C(NCc1ccc(Cl)cc1)c1cc2ccccc2oc1=O,-4%,-7%,3,5%,2%,1%,14%,8,18%
CC(=O)NC(Cc1cc(C)ccc1C)C(=O)N1CCN(C(=O)c2ccccc2Br)CC1 (stereo not given),14%,-2%,-12,3%,12%,-5%,-8%,-19,-19%
COc1cccc(Cn2c(=O)n(CC3CCC(C(=O)N4CCOCC4)CC3)c(=O)c3sccc32)c1 (stereo not given),-44%[inhibitor],nt,nt,0%,10%,nt,-6%,-7,1%
Cc1ccc(NC(=S)N(CCN2CCOCC2)Cc2ccccc2F)cc1,i,-1%,3,4%[0.307 µM],5%[0.307 µM],-1%,0%,-5,?
Cc1cc(C)nc(NS(=O)(=O)c2ccc(Br)cc2)n1,-6%,8%,22,-13%,7%,-6%,21%,3,6%
O=C(N[C@H]1CC[C@@H](CCNS(=O)(=O)c2ccccc2Cl)O[C@@H]1CO)c1ccccc1,-13%,2%,19,1%,6%,nt,0%,5,4%
O=C(COC(=O)c1ccc(O)cc1O)NNC(=O)c1cccs1,i,2%,?,-5%,-18%,-7%,2%,2,0%
C[C@@]12C(=O)Nc3ccccc3C(=O)N1[C@H]1c3cc(Br)ccc3OC[C@@H]1[C@@H]2c1ccccc1,i,1%,-15,-8%,?,-4%,23%,-5,-23%
CC(=O)NNc1nc(-c2ccccc2)c2cc(Br)ccc2n1,-9%[57.5 µM],-3%,6,-6%,12%,-4%,3%,0,-14%
COc1ccc(NC(=O)c2sc(=O)n(Cc3ccc(F)c(Cl)c3)c2C)cc1OC,-21%,-5%,-5,-17%,?,-4%,24%,-1,?
O=C(O)c1cc(S(=O)(=O)N2CCOCC2)c[nH]1,i,-2%,10,-52%,-2%,-8%,15%,1,11%
Cc1ccc(S(=O)(=O)NN2C(=O)/C(=C\c3ccc(Cl)cc3)SC2=S)cc1,i,10%,-5,16%,7%,2%,-20%,-7,8%
COC(=O)[C@]12CCCCC=C1N(CCc1ccc(OC)c(OC)c1)C(=O)[C@H](CC(=O)N1CCN(C(=O)c3ccco3)CC1)C2,11%,-1%,-3,3%,-14%,nt,-31%[inhibitor],-12,?
Cc1ccc(NC(=O)COC(=O)c2ccc(Cl)cc2)cc1S(=O)(=O)N(C)C,-4%,7%,-4,-3%,-19%,6%,-3%,-1,8%
CCC(C(=O)Nc1ccsc1C(=O)OC)c1ccccc1 (stereo not given),-8%,-14%,7,22%,?,22%,3%,3,?
Cc1ccc(NS(=O)(=O)c2ccc(F)cc2)nc1,i,-1%,-5,2%,10%,-6%,-3%,-4,-11%
COc1cc(-c2ccc(Nc3ccccc3C(=O)O)c(OC)c2)ccc1Nc1ccccc1C(=O)O,-10%,-10%,-23,-4%,?,-4%,-3%,-9,?
Cc1ccc(C)c(NC(=O)COC(=O)COc2cccc3c2OC(C)(C)C3)c1,i,10%,-21,-7%,5%,2%,24%,2,0%
OC(Cc1ccccc1)c1ncc(-c2ccc3ccccc3c2)[nH]1 (stereo not given),-4%,-10%,-19,-9%,-23%,14%,3%,-12,-3%
COc1ccccc1CNc1ccc2nnc(CCNC(=O)c3ccccc3)n2n1,-18%,0%,-2,-34%,-1%,-1%,12%,8,-7%
CC(C)(C)OC(=O)[C@H](Cc1ccccc1)NC(=O)c1nc[nH]c1C(=O)NCC(=O)OCc1ccccc1,-41%[inhibitor],2%,5,-2%,?,9%,-8%,-10,22%
O=C(NNC(=O)c1ccc2[nH]c(=O)c(=O)[nH]c2c1)c1cccc(Br)c1,?,-8%,-9,-11%,-11%,-4%,-35%[inhibitor],-6,-2%
COc1ccccc1N1CCN(/N=C/c2ccc(Cl)c([N+](=O)[O-])c2)CC1,-38%[inhibitor],-14%,-15,-5%,?,-5%,11%,2,1%
O=C(CNc1cccc2ccccc12)N/N=C/C(Br)=C/c1ccccc1,-9%[57.5 µM],9%,-7,?,?,-1%,-14%,3,?
COCCN1C(=O)/C(=C/c2ccc(Oc3ccc([N+](=O)[O-])cn3)c(OC)c2)SC1=Nc1ccccc1,i,-2%,19,3%,?,-8%,-17%,-2,?
COC(=O)CC(c1ccc(C#N)cc1)n1c(C)ccc1C (stereo not given),-18%,2%,15,-17%,21%,-3%,nt,-3,-1%
COc1ccc(CCNC(=O)c2ccc3c(c2)N=C(C)c2ccccc2S3)cc1OC,-6%,nt,nt,-5%,-6%,3%,21%,3,-17%
O=C(O/N=C1\CCCc2ccccc21)c1cccs1,-45%[inhibitor],-13%,-17,1%,11%,-9%,8.9µM*,-2,4%
COc1ccc(CC(=O)Nc2cc(S(=O)(=O)N3CCOCC3)ccc2N2CCCC2)c(OC)c1,-88%[inhibitor],-4%,-14,2%,28%,6%,-10%,1,-9%
CCCCCCSc1ccc([C@H]2N[C@@](Cc3ccccc3)(C(=O)OC)[C@H]3C(=O)N(CC)C(=O)[C@@H]23)cc1,-17%,10%,3,-16%,-10%,-1%,2%,1,?
CN1C(=O)CSC1=Nc1cccc(C(=O)O)c1,-3%,30%,-22,-1%,14%,-2%,-3%,-3,19%
CCCOc1ccccc1C1CC(=O)NC2=C1C(=O)CCC2 (stereo not given),i,-1%,-9,-36%,?,-7%,3%,0,?
COc1ccc(N2CCN(C(=O)Cc3ncc(C(F)(F)F)cc3Cl)CC2)cc1,-6%[57.5 µM],1%,21,-1%,7%,-9%,9%,-5,21µM*
CC1=NNC(=O)C1Cc1ccccc1 (stereo not given),-5%,-10%,5,9%,12%,8%,7%,9,?
CCN(CC)c1ccc(/C=N/NC(=O)c2ccc3nc[nH]c3c2)cc1,i,1%,0,22%,26%,23%,-8%[1.82 µM],-2,?
COc1cccc(NC(=O)c2ccc3nc(CCc4ccccc4)oc3c2)c1,-38%[inhibitor],nt,nt,1%,-18%,nt,18%,4,-12%
COc1cccc(-c2noc(C3CC(=O)N(c4ccc(F)cc4)C3)n2)c1OC (stereo not given),-31%[inhibitor],nt,nt,-16%,2%,nt,0%,7,14%
O=C(Nc1ccc(Cl)cn1)c1ccc2nccnc2c1,-16%,-11%,5,-10%,-7%,0%,19%,2,-3%
CCOCCCNC(=O)/C(C#N)=C/c1cc(C)c(O)c(C)c1,i,-8%,2,-6%,-1%,0%,6%,0,-11%
Cc1ccc(NC(=O)C(C)Sc2nnc3ccccn23)cc1 (stereo not given),i,1%,4,29%,9%,0%,-7%,-4,-15%

# (continued)
structure,PTHR1 agonist,aSyn yeast inh,D3 antag,HEK293 tox,GLP1R inv ag,GLP1R ag,TDP43 rescue,D3 ag,KB-V1 MDR tox
Cc1cc(=O)n2nc(N3CCCC(C(=O)NCc4ccccc4)C3)sc2n1 (stereo not given),i,-6%,-23,7%,18%,1%,3%,5,-26%
CN(c1ccccc1)C(c1ccc(F)cc1)c1nnnn1CC1CCCO1 (stereo not given),-18%,0%,26,-5%,-24%,1%,?,2,-20%
COc1ccc(NS(=O)(=O)c2ccc(C)c(NC(=O)C3CCCO3)c2)cc1 (stereo not given),i,1%,-29,15%,5%,-6%,16%,-2,-1%
COc1ccc(CC(=O)N2CCN(S(=O)(=O)c3cc(Cl)ccc3Cl)CC2)cc1,-1%,?,31,4%,?,4%,?,3,-4%
CC(C)(C)NCc1cc(Cl)ccc1OCc1cccs1,i,-11%,9,-19%,?,15%,-20%,2,?

# Two records drawn at random from the list so far, as already listed:
structure,PTHR1 agonist,aSyn yeast inh,D3 antag,HEK293 tox,GLP1R inv ag,GLP1R ag,TDP43 rescue,D3 ag,KB-V1 MDR tox
CN(c1ccccc1)C(c1ccc(F)cc1)c1nnnn1CC1CCCO1 (stereo not given),-18%,0%,26,-5%,-24%,1%,?,2,-20%
Cc1cc(=O)n2nc(N3CCCC(C(=O)NCc4ccccc4)C3)sc2n1 (stereo not given),i,-6%,-23,7%,18%,1%,3%,5,-26%
